# Lipid storage S3: qHTS Assay for Lipid Storage Modulators in Drosophila S3 Cells | Drosophila S3 cells, BODIPY lipid droplet fluorescence, 18-24 h; cells fed with added oleic acid | lipid storage change, negative = inhibition, % at the top dose, mostly 46.1 µM; hits show Potency in µM | 0.64% of 320,000 active | AID 2685; active = well fitted inhibition curve with a large enough effect in the signal ratio, with a control signal flat, not every such curve was filed as active; inconclusive = small, poorly fitted or top-dose-only effect, or effect the other way, or a change in a side signal; the % refers to the signal ratio
#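 Drosophila S3 cells loaded with oleic acid (400 uM, as added) and compounds at several concentrations; lipid droplets imaged by 488-nm laser-scanning cytometry, 500–530 nm intensity and object ratio to cell channel. Percent activity normalized to 20 uM Triacsin C.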
# Lipid storage S3 cell count max: also measured in Lipid storage S3; calls as there; cell number change, %; measured here: cell count max response;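 cells counted by Cell Tracker Red CMTPX staining in the red channel; peak over a dose series mostly up to 46.1 µM; percent activity relative to internal control wells on each plate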
# Numbers without * were called inactive; i = inactive; ? = inconclusive; / = not tested or not shown. % is set by controls: 0 for no effect and ±100 for the full control effect; potency is the fitted concentration of half-maximal effect. The list is partial; the hit share may differ from the screen's.
SMILES,Lipid storage S3,Lipid storage S3 cell count max
Cc1ccc(Sc2nc(C)cc(C)c2S(C)(=O)=O)cc1,?,/
Cc1nc(CSc2nsc(/C=C/N(C)C)c2C#N)cs1,?,/
O=C(NNC(=O)c1c(F)cccc1F)c1ccccc1-n1cccc1,?,/
CC12CCC(=O)N1C(C(=O)OCC(=O)Nc1ccc(Cl)c(Cl)c1)CS2 (centres undefined),?,/
O=C(CN1CCN(c2ccccc2O)CC1)NC(c1ccccc1)c1ccccc1,17%,6
Cc1ccc(CNC(=O)c2cn(C3CCCC3)c(=O)c3c2c2ccccc2n3C)o1,?,/
COc1cc(OC)c(Cl)cc1N,24%,-3
Cc1ccc(Nc2c([N+](=O)[O-])c(=O)n(C)c3ccccc23)cc1C,?,/
COCC(C)N1CCC(n2nccc2NC(=O)CCOc2ccccc2)CC1 (centres undefined),?,/
CC1CN/C(=C\C(=O)c2ccc(Cl)cc2)C(=O)N1 (centres undefined),-17%,/
CC(=O)c1cccc(NC(=O)C2CCN(S(=O)(=O)c3cccs3)CC2)c1,?,/
COc1ccc(C(=O)NC2CCCCCC2)cc1S(=O)(=O)N1CCOCC1,-11%,4
O=C(CSc1nc2c(c(=O)[nH]1)CCC2)Nc1cccc(F)c1,?,/
S=C(N/N=C/c1ccccc1)N1CCOCC1,-3%,21
CO/N=C/c1ccc(N2CCN(C(=O)c3ccc(C)cc3)CC2)c([N+](=O)[O-])c1,?,/
O=C(CC(c1ccccc1)c1ccccc1O)NCCN1CCOCC1 (centres undefined),?,/
COc1ccc(OC)c(NC(=O)CN2C(=O)CSc3ccc(S(=O)(=O)N4CCCC4)cc32)c1,?,/
CCC(C)(C)NC(=O)CCCSc1nc2ccccc2[nH]1,?,/
Cc1ccc(C(=O)C[n+]2cccc(C(N)=O)c2)cc1,-6%,9
O=C(NCc1ccccc1OC(F)(F)F)C1CCC(=O)N(Cc2cccc(F)c2)C1 (centres undefined),i,-15
CCCC(=O)NC(NC(=S)Nc1ccc(S(N)(=O)=O)cc1)C(Cl)(Cl)Cl (centres undefined),-3%,1
CCOC(=O)N1CCN(C(=O)c2ccc(OC)c(S(=O)(=O)N3CCOCC3)c2)CC1,?,/
CCN(CC)S(=O)(=O)c1cc(NC(=O)Cn2cnc3ccccc3c2=O)ccc1C,?,/
CCN(CC)CCOC(=O)C1c2ccccc2Oc2ccccc21,?,/
COc1ccccc1-n1nnnc1SC(C)C(=O)NC1CCCC1 (centres undefined),?,/
CCOC(=O)c1nn(-c2ccccc2C)c(=O)c2c(N)scc12,?,/
COc1ccc(CC(=O)Nc2ccc(OC)c(NC(=O)c3ccco3)c2)cc1,?,/
CC1=NN(c2ccccc2)C(=O)/C1=C\c1cc(C)n(-c2cccnc2)c1C,-12%,-2
O=C(CN1CCN(Cc2ccccc2)CC1)N/N=C/c1ccc(Br)s1,12%,-9
CCOC(=O)CCP(=O)(O)C(O)(c1ccccc1)c1ccccc1,-4%,16
COC(=O)c1cn(NC(=O)C2CCCCC2)c(=O)c2ccccc12,5%,-3
N#Cc1nc(COc2ccccc2Cl)oc1N1CCCCCC1,5%,/
O=C(COc1ccc2ccccc2c1)N1c2ccccc2Sc2ccccc21,i,/
COc1cccc(NC(=O)COC(=O)COc2cccc3c2OC(C)(C)C3)c1,?,/
COc1ccc(-c2nn(-c3ccccc3)cc2C(=O)NCCCn2ccnc2)cc1,?,/
COC(=O)c1ccccc1NC(=O)CCn1c(=O)oc2ccccc21,?,/
Cc1nc(C)c(-c2csc(NCc3ccco3)n2)s1,13%,20
COc1ccc(NC(=O)C2CC2)cc1S(=O)(=O)N1CCOCC1,?,/
CCCOc1ccc(N2C(=O)CC(N3CCN(c4ccc([N+](=O)[O-])cc4)CC3)C2=O)cc1 (centres undefined),2.3µM*,5.5*
CCOC(=O)c1c(C)c(C(=O)NC2CCCCCC2)c(C)n1C,?,/
COc1cc(/C=N/NC2=NS(=O)(=O)c3ccccc32)cc(OC)c1OC,0%,/
CCC1(c2ccccc2)NC(=O)N(CC(=O)Nc2nnc(C3CC3)s2)C1=O (centres undefined),-16%,2
CC(C)(NO)/C(=N/O)c1cccs1,?,/
CC(=C/c1ccccc1)/C=N/NC(=O)c1cc(C)oc1C,-4%,-6
Cc1ccc(C(=O)N/C(=C/c2ccccc2F)C(=O)NCCCn2ccnc2)cc1,i,-20
COc1ccc(CN2CCN(CC(=O)Nc3ccccc3C(=O)NC3CC3)CC2)cc1F,?,/
COC(=O)C1Cc2ccccc2CN1S(=O)(=O)c1ccc(C)cc1 (centres undefined),?,/
COc1ccccc1N1CCN(/N=C/c2c(C)nn(-c3ccccc3)c2C)CC1,?,/
O=C(CCn1cnc2ccccc2c1=O)Nc1ccc(S(=O)(=O)N2CCCCC2)cc1,?,/
CCOC(=O)C(CCCOc1ccccc1C)C(=O)OCC,i,-4
# The list continues.
SMILES,Lipid storage S3,Lipid storage S3 cell count max
Cc1nc2ccccc2cc1C(=O)O,?,/
O=C(Cc1cccs1)Nc1nnc(SCC(=O)NC2CCCCC2)s1,?,/
Cc1ccc(C(=O)Nc2ccc(N3CCN(C)CC3)cc2)c(Cl)c1,-2%,9
CCC(=O)N1CCC2(CC1)Oc1ccc(Cl)cc1C(=O)C21CC(c2ccc(Cl)cc2)=NO1 (centres undefined),13%,2
CCSc1nnc(-c2cc(Br)ccc2NC(C)=O)c(=O)[nH]1,?,/
Cc1cccc(OCc2nc(-c3ccccn3)n[nH]2)c1,?,/
COc1cc(/C=C/C(=O)OCC(=O)NCCC2=CCCCC2)ccc1O,?,/
Cc1cc(C)nc(NC(=O)c2ccc(Cl)cc2Cl)n1,-5%,7
O=C(COC(=O)c1cc[n+]([O-])cc1)Nc1ccc2c(c1)OCCO2,?,/
COc1ccc(OCc2nc(-c3ccc(F)c(F)c3)cs2)cc1,?,/
CC(=O)c1cccc(CN2CCC(C(=O)Nc3ccc(Oc4cccnc4)cc3)CC2)c1,?,/
C=C1CCN(C(C(=O)OC)C(C)C)S(=O)(=O)c2ccc(F)cc21 (centres undefined),11%,15
CCCCn1c(N)c(N(CC)C(=O)CSCc2ccc(C)cc2)c(=O)[nH]c1=O,?,/
O=C(CN1C(=O)CCOc2ccccc21)Nc1cccc(S(=O)(=O)N2CCOCC2)c1,?,/
CCOc1ccc(N=Cc2c(O)n(-c3cccc(C)n3)c(=O)c3ccccc23)cc1,?,/
Cc1ccc(CNC(=O)c2cc(Cl)cc(Cl)c2)n1C,16%,2
COc1ccc(S(=O)(=O)Nc2ccc(Cc3ccncc3)cc2)cc1OC,?,/
CCOC(=O)C1(CC2CCCCO2)CCN(S(=O)(=O)c2ccc(C)s2)CC1 (centres undefined),?,/
CCC1(c2ccccc2)NC(=O)N(CC(=O)N(C)CC(=O)Nc2cccc(F)c2)C1=O (centres undefined),17%,7
CCOC(=O)CN(c1ccccn1)S(=O)(=O)c1ccccc1,?,/
Cc1c(-c2ccc(Cl)cc2)[n+](=O)c2c(n1[O-])CCCC2,-13%,-6
COc1ccc2[nH]c(C(=O)N/N=C/c3ccccc3OC)cc2c1,-12%,-19
CCOC(=O)c1cnc2nc(C)nn2c1N,?,/
CN(CCC#N)C(=O)c1cc2c(s1)-c1ccccc1SC2,?,/
Cc1ccc(CSc2[nH]c(=O)ncc2C)cc1,?,/
CCC(=O)Nc1ccc(N/C(N)=N/c2nc(C)cc(C)n2)cc1,-3%,13
Cc1nc(N)sc1-c1csc(NCc2ccccc2)n1,-20%,-25
CC(C)C(NS(=O)(=O)/C=C/c1ccccc1)C(=O)NCc1ccc(F)cc1 (centres undefined),?,/
COC(=O)c1ccc(CSc2nc3ccccc3c(=O)n2-c2cccc(OC)c2)o1,?,/
CC1CSc2n(-c3cccc(C(F)(F)F)c3)cc(-c3ccccc3)[n+]21 (centres undefined),?,/
COCCNC(=S)N/N=C/c1ccc(OCc2ccc(C(=O)OC)cc2)cc1,17%,2
COc1cc(OC)cc(C(=O)NNC(=O)c2ccccn2)c1,i,/
CCN(CC)C(=O)c1c([N+](=O)[O-])c(C(C)(C)C)nn1C,i,2
CC(C)c1ccc(S(=O)(=O)N2CCN(C(=O)CCNC(=O)Nc3ccccc3)CC2)cc1,?,/
COc1ccc(NC(=O)CSc2nnc(CNC(=O)COc3ccc(Cl)cc3)o2)c(OC)c1,10%,7
O=c1ccc2cc(S(=O)(=O)Nc3ccc(F)cc3)ccc2o1,i,-18
CC(=O)c1ccc(OCC(O)CN2CCN(c3ccccn3)CC2)cc1 (centres undefined),?,/
COc1ccc(CN(C(=O)CCC(=O)Nc2cc(C)on2)C(C(=O)NC(C)(C)C)c2cccc(OC)c2OC)cc1 (centres undefined),?,/
Cc1ccc(S(=O)(=O)N(C)CC(=O)NCC(c2ccc(F)cc2)N2CCOCC2)cc1 (centres undefined),?,/
CC(=O)N=c1sccn1CC(O)c1ccccc1 (centres undefined),?,/

# 3 compounds from above, ordered by the value under Lipid storage S3 cell count max, lowest first.
Molecule	Lipid storage S3 cell count max
O=c1ccc2cc(S(=O)(=O)Nc3ccc(F)cc3)ccc2o1	-18
CCN(CC)C(=O)c1c([N+](=O)[O-])c(C(C)(C)C)nn1C	2
COc1ccc(NC(=O)CSc2nnc(CNC(=O)COc3ccc(Cl)cc3)o2)c(OC)c1	7

# Later entries:
SMILES,Lipid storage S3,Lipid storage S3 cell count max
c1ccc2c(-c3nc(-c4ccncc4)no3)cccc2c1,?,/
COc1ccc(Br)cc1CN(C)C(=O)Cc1ccc(OC)c(S(=O)(=O)N2CCOCC2)c1,10µM*,30*
CC(C)CCn1c(C(C)O)nc2ccccc21 (centres undefined),i,-6
COc1cc(C2c3[nH]c4ccccc4c3C[C@H]3C(=O)N(CCO)CC(=O)N23)cc(OC)c1OC (some centres undefined),8%,19
CC1CCCCC1NC(=O)CCNS(=O)(=O)c1ccc(Cl)cc1 (centres undefined),?,/
O=C(CSc1ccc(-c2ccc(Br)cc2)nn1)NC1CCCC1,?,/
CCN1CCN(Cc2ccc(NC(=O)Nc3ccccc3Cl)cc2)CC1,13%,-6
COc1cc(NC(=O)C(C)C)ccc1NC(=O)c1ccco1,?,/

# For reference, part of the list above:
SMILES,Lipid storage S3,Lipid storage S3 cell count max
COc1ccc(S(=O)(=O)Nc2ccc(Cc3ccncc3)cc2)cc1OC,?,/
CCOC(=O)C1(CC2CCCCO2)CCN(S(=O)(=O)c2ccc(C)s2)CC1 (centres undefined),?,/
CCC1(c2ccccc2)NC(=O)N(CC(=O)N(C)CC(=O)Nc2cccc(F)c2)C1=O (centres undefined),17%,7
CCOC(=O)CN(c1ccccn1)S(=O)(=O)c1ccccc1,?,/
Cc1c(-c2ccc(Cl)cc2)[n+](=O)c2c(n1[O-])CCCC2,-13%,-6
COc1ccc2[nH]c(C(=O)N/N=C/c3ccccc3OC)cc2c1,-12%,-19
CCOC(=O)c1cnc2nc(C)nn2c1N,?,/
CN(CCC#N)C(=O)c1cc2c(s1)-c1ccccc1SC2,?,/
Cc1ccc(CSc2[nH]c(=O)ncc2C)cc1,?,/
CCC(=O)Nc1ccc(N/C(N)=N/c2nc(C)cc(C)n2)cc1,-3%,13
Cc1nc(N)sc1-c1csc(NCc2ccccc2)n1,-20%,-25
CC(C)C(NS(=O)(=O)/C=C/c1ccccc1)C(=O)NCc1ccc(F)cc1 (centres undefined),?,/
COC(=O)c1ccc(CSc2nc3ccccc3c(=O)n2-c2cccc(OC)c2)o1,?,/
CC1CSc2n(-c3cccc(C(F)(F)F)c3)cc(-c3ccccc3)[n+]21 (centres undefined),?,/
COCCNC(=S)N/N=C/c1ccc(OCc2ccc(C(=O)OC)cc2)cc1,17%,2
COc1cc(OC)cc(C(=O)NNC(=O)c2ccccn2)c1,i,/
CCN(CC)C(=O)c1c([N+](=O)[O-])c(C(C)(C)C)nn1C,i,2
CC(C)c1ccc(S(=O)(=O)N2CCN(C(=O)CCNC(=O)Nc3ccccc3)CC2)cc1,?,/
COc1ccc(NC(=O)CSc2nnc(CNC(=O)COc3ccc(Cl)cc3)o2)c(OC)c1,10%,7
O=c1ccc2cc(S(=O)(=O)Nc3ccc(F)cc3)ccc2o1,i,-18
CC(=O)c1ccc(OCC(O)CN2CCN(c3ccccn3)CC2)cc1 (centres undefined),?,/
COc1ccc(CN(C(=O)CCC(=O)Nc2cc(C)on2)C(C(=O)NC(C)(C)C)c2cccc(OC)c2OC)cc1 (centres undefined),?,/
Cc1ccc(S(=O)(=O)N(C)CC(=O)NCC(c2ccc(F)cc2)N2CCOCC2)cc1 (centres undefined),?,/
CC(=O)N=c1sccn1CC(O)c1ccccc1 (centres undefined),?,/
c1ccc2c(-c3nc(-c4ccncc4)no3)cccc2c1,?,/
COc1ccc(Br)cc1CN(C)C(=O)Cc1ccc(OC)c(S(=O)(=O)N2CCOCC2)c1,10µM*,30*
CC(C)CCn1c(C(C)O)nc2ccccc21 (centres undefined),i,-6
COc1cc(C2c3[nH]c4ccccc4c3C[C@H]3C(=O)N(CCO)CC(=O)N23)cc(OC)c1OC (some centres undefined),8%,19
CC1CCCCC1NC(=O)CCNS(=O)(=O)c1ccc(Cl)cc1 (centres undefined),?,/
